Compound activity as filed in PubChem.
Cneo AK release: causes C. neoformans cell lysis; adenylate kinase release luminescence, 4 h; normalised: neutral wells 0, clomiphene wells 100; lysis activity, % at 15 µM; AID 651654; hit rate 0.2% among 360,000;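 active = mean lysis activity across replicates of at least 80%, whatever share of replicates individually reach that level; inactive = mean lysis activity below 80%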
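Material – Cryptococcus neoformans yeast cells · Quantity – 5 × 10^6 yeast cells/mL · Buffer or medium – YPD medium · Compound – single dose · Timing – 4 h static compound exposure, 37 °C, read 1 h post-reagent · Signal – adenylate kinase release luminescence · Read-out basis – lysis from increased AK signal · Benchmarks – Clomiphene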
S100A4 MyoIIA: inhibitors of human S100A4 binding to myosin IIA peptide; inhibition, % at 10.7 µM; S100A4/TAMRA-MyoIIA peptide fluorescence polarization; hit rate 0.14% among 360,000;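 active = mean inhibition of at least 70% across replicates, with every replicate also reaching that level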
Target sequence (P26447 whole entry, looked up): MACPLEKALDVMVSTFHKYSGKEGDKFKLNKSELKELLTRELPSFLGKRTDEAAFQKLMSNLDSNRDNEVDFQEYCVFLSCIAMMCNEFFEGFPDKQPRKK
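Material: S100A4 monomer protein / Buffer or medium: 50 mM HEPES pH 7.2, 10 mM CaCl2, 100 mM KCl / Times: 5 min incubation before reading / Benchmarks: neutral control DMSO, positive control TFP / Reagent: labelled myosin peptide probe, 5 nM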
Xi reactivation: reactivates the inactive X chromosome in mouse fibroblasts. hit rate 0.055% among 360,000. activation, % at 7.58 µM. XiGFP mouse fibroblasts, % GFP-positive cells imaging, 3 d; cells co-treated with 5-aza-dC sensitizer; scaled so ellipticine positive control = 100%. AID 743238;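 active = mean normalized replicate activation at least 10% and every replicate at or above 10%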;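 note: 0% = median of on-plate neutral control wells and 100% = ellipticine 6 µM median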
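Assay system – SV40-immortalized XiGFP fibroblast cells, line 68-5-11 · Buffer or medium – DMEM supplemented with 5-aza-dC as sensitizing agent · Dosing – one concentration, pinned · Benchmarks – positive control ellipticine, 6 µM final · Times – 3 days compound exposure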
ERAP1 HTS inh: inhibitors of human ERAP1 aminopeptidase; recombinant ERAP1, Leu-AMC fluorescence, 60 min; inhibition, % at 10.7 µM; hit rate 0.15% among 340,000; AID 652197;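 active = mean replicate inhibition of at least 30%, or all replicates individually reaching that 30% level; inactive = mean below 30% and not every replicate reaching it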;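 note: 0% = neutral control wells and 100% = L-leucinethiol positive control wells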
PGC1a acetyl inh: PGC1a acetylation modulation, inhibitor mode; U2OS PGC1a acetylation, AlphaScreen anti-acetyl-lysine; with virally co-expressed GCN5 acetyltransferase; inhibition, % at 15.6 µM; hit rate 0.17% among 350,000;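 active = every replicate shows inhibition of at least 40%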;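 note: 0% = neutral control wells and 100% = positive control wells; some results beyond the cut were filed as inactive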
LGR2 inh: inhibitors of bursicon-induced Drosophila LGR2 receptor cAMP signaling; inhibition, % at 9.99 µM; AID 720647; HEK293 LGR2, CRE-luciferase, bursicon-stimulated, 4 h; hit rate 0.35% among 380,000;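 active = drop in luminescence signal, shown as inhibition above about 50% in the replicate tests, limit read from the data, passing the limit was not always enough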;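 note: agonist challenge used bursicon conditioned medium at about half maximal strength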
SIRT5 inh: blocks human SIRT5 desuccinylation of peptide; AID 652115; inhibition, % at 15 µM; hit rate 1.1% among 330,000; Q9NXA8; Purified SirT5, succinyl-peptide AMC, trypsin-coupled fluorescence; in the data active = inhibition above about 15%
Target sequence (Q9NXA8 whole entry, looked up): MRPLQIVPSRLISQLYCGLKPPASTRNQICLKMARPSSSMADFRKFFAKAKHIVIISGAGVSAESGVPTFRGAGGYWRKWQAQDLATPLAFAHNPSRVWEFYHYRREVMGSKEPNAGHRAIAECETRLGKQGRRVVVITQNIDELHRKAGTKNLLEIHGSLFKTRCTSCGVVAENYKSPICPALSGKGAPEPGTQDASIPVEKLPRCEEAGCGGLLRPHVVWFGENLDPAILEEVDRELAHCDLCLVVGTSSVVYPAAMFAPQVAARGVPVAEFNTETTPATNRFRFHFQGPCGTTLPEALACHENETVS
C2C12 statin: protects C2C12 myotubes from simvastatin toxicity; ATP luminescence, 48 h; scaled: DMSO 0, geranylgeraniol control 100; hit rate 0.78% among 330,000; rescue of ATP level, % at 7.49 µM;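 active = mean ATP rescue above about 67%, or every replicate alone reaching that limit, limit read from the data, passing the limit was not always enough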;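 note: myotubes were challenged with 10 µM simvastatin during compound exposure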
Starred values were filed as active, the others as inactive; nt = not tested or not shown. This is a subset; count on the stated rates, not on these rows.

SMILES	Cneo AK release	S100A4 MyoIIA	Xi reactivation	ERAP1 HTS inh	PGC1a acetyl inh	LGR2 inh	SIRT5 inh	C2C12 statin
Cn1c(SCC(=O)CC(=O)Nc2ccccc2)nnc1-c1ccc(O)cc1	1	-5	nt	2	0	-37	4	-6
C[C@@H]1CN([C@@H](C)CO)C(=O)c2cccc(NC(=O)Nc3ccc4c(c3)OCO4)c2O[C@@H]1CN(C)Cc1ccc(Cl)c(Cl)c1	-1	6	0.0	-1	-2	-15	3	12
Cc1cc2nnc(SCC(=O)NCc3ccco3)n2c2ccccc12	0	1	0.1	-3	3	2	2	nt
Cc1[nH]n(-c2ccccc2)c(=O)c1C=Nc1ccc(S(=O)(=O)Nc2nccs2)cc1	nt	2	0.0	-1	nt	7	3	nt
Cc1ccc(NC(=O)c2ccccc2[N+](=O)[O-])nc1	-1	0	0.0	5	nt	-12	0	nt
COc1ccc(NC(=O)Nc2cccc3c2O[C@H](CN(C)C(=O)NC2CCCCC2)[C@H](C)CN([C@H](C)CO)C3=O)cc1	38	0	-0.2	-1	13	4	5	-4
CCCOc1ccccc1/C=C1/C(=O)ON=C1C	-1	-5	0.0	1	2	-5	0	-5
Cc1cs/c(=N\N=C2CCCCC2)n1Cc1ccco1	nt	-15	0.0	0	nt	-25	-1	nt
Cc1ccc(C)c(N2CCN(C(=O)c3cc4ccccc4oc3=O)CC2)c1	1	3	-0.2	2	-2	nt	6	3
O=C(Nc1cccc(-c2cccc(Cl)c2)c1)C1CCN(C2CCC2)CC1	-1	4	0.0	4	nt	8	0	-5
CCC(=O)N[C@H]1CC[C@@H](CC(=O)NCCN2CCCCC2)O[C@@H]1CO	-7	2	0.2	1	7	-8	1	-2
O=C(CN1CCOCC1)N1CC2(C1)[C@H](c1ccccc1)[C@@H](CO)N2Cc1ccccc1	nt	16	0.0	-2	5	12	-4	nt
COc1ccc(OCCNC(=O)CCCO)cc1	nt	0	-0.1	7	2	11	0	-9
CCCc1nc2ccc(C(=O)OC)cn2c1Cc1cccc(F)c1	2	2	nt	6	-4	-10	2	9
O=[N+]([O-])c1ccc2c(c1)C(N1CCOCC1)/C(=C/COc1ccc(F)cc1)O2 (centres undefined)	-4	-1	nt	4	nt	19	3	-16
COc1ccccc1NC(=O)N1CC(=O)N2[C@H](CO)[C@@H](c3ccc(-c4ccc(F)cc4)cc3)[C@@H]2C1	nt	25	0.0	2	-33	-32	4	nt
CC1CCCC(C)N1C(=O)CN1C(=O)NC2(CCCCCC2)C1=O (centres undefined)	-4	-7	0.0	-1	0	2	-4	11
Cc1cc(O)ccc1N1C(=O)c2cccc3cc([N+](=O)[O-])cc(c23)C1=O	-11	-1	0.0	-1	15	25	0	-1
O=c1[nH]c(SCc2ccccc2Cl)nc2[nH]ncc12	nt	-1	0.0	0	nt	10	nt	nt
CN(Cc1ccccc1)C(=O)c1cccc(NC(=O)Cc2cccc([N+](=O)[O-])c2)c1	5	9	0.1	-3	nt	-9	nt	15
COc1cc(C(=O)OCC(=O)NC(=O)C2CCCCC2)ccc1OC(F)F	1	-5	0.4	3	nt	9	-5	1
Cc1csc(NC(=O)CSc2nnc(C)s2)n1	0	nt	nt	nt	5	-9	nt	-3
CNC[C@H]1OCCCC[C@@H](C)Oc2ccc(NC(=O)Nc3ccc4c(c3)OCO4)cc2C(=O)N([C@@H](C)CO)C[C@@H]1C	-11	-21	-0.3	0	26	-6	8	-9
CC(NC(=O)C(C)N1CCN(Cc2ccccc2)CC1)c1ccc(F)cc1 (centres undefined)	8	-3	0.0	-1	nt	-7	-3	-3
Cc1ccsc1/C=N/NC(=O)CNC(=O)c1ccc(S(=O)(=O)N(C)C)cc1	2	1	0.0	-3	-7	3	0	-17
CC(C)C[C@H](NC(=O)OC(C)(C)C)C(=O)N[C@@H](CO)[C@H](O)[C@@H]1C[C@@H]1C(=O)NC1CC1	-1	4	0.0	-3	6	-9	nt	-6
C[C@H](CO)N1C[C@H](C)[C@@H](CN(C)C)Oc2cc(C#CCN(C)C)ccc2S1(=O)=O	4	7	0.0	-2	-1	2	4	4
C=C(CO)C1Cc2cc(C(C)=O)ccc2O1 (centres undefined)	-1	-3	nt	nt	1	8	nt	6
O=C(Nc1ccc(-c2cccc(F)c2)cc1)C1CCCN(Cc2ccccn2)C1 (centres undefined)	17	-33	0.4	-3	11	-1	1	-1
COc1ccc(CCNC(=O)Cn2c(=O)n(CC3CCCO3)c(=O)c3cc(OC)c(OC)cc32)cc1OC (centres undefined)	nt	0	-0.1	nt	6	-3	6	nt
Cc1cccc(CSc2ncc(CO)n2C)c1	0	nt	nt	nt	5	-31	nt	-1
O=C(COC(=O)c1ccccc1Cl)Nc1ccc2[nH]c(=O)[nH]c2c1	-1	2	-0.1	-2	6	-6	-3	-15
C=CCN1C(=O)[C@@]2(O[C@@H](CCO)[C@H]([Si](C)(C)c3ccc(OC)cc3)[C@H]2C)c2cc(N3CCOC3=O)ccc21	0	-38	nt	1	7	nt	1	nt
CCOC(=O)c1c(C)[nH]c(C)c1S(=O)(=O)NCC1CCN(Cc2cccc(Cl)c2)CC1	2	5	0.0	0	9	-2	16*	11
CC1CCCN(Cc2csc(N)n2)C1 (centres undefined)	-2	1	-0.1	-3	2	1	-3	-2
CSc1ncccc1C(=O)OCCCC(=O)c1ccc(F)cc1	-1	4	0.1	4	nt	-6	6	3
C[C@@H]1CN([C@H](C)CO)S(=O)(=O)c2ccc(C#C[C@@H](C)O)cc2O[C@@H]1CN(C)C(=O)CN(C)C	-6	19	0.1	-1	9	-8	2	-4
COc1ccc(NC(=O)c2cc3ccccc3cc2OC)cc1OC	nt	3	0.0	3	nt	-30	0	nt
COc1cc2c(cc1OC)C1CCc3cc4c(cc3C1N=C2)OCO4 (centres undefined)	-1	-8	0.0	3	11	-125	-1	-18
COc1ccc(NC(=O)CSc2ccc(-c3cccnc3)nn2)c(OC)c1	0	-7	0.2	1	nt	-11	-1	7

Structures listed above marked active in SIRT5 inh:
Compound	S100A4 MyoIIA	ERAP1 HTS inh	PGC1a acetyl inh	LGR2 inh	SIRT5 inh
CCOC(=O)c1c(C)[nH]c(C)c1S(=O)(=O)NCC1CCN(Cc2cccc(Cl)c2)CC1	5	0	9	-2	16*

(next part)
SMILES	Cneo AK release	S100A4 MyoIIA	Xi reactivation	ERAP1 HTS inh	PGC1a acetyl inh	LGR2 inh	SIRT5 inh	C2C12 statin
C[C@@H]1CCCCO[C@@H](CN(C)Cc2ccc(C(F)(F)F)cc2)[C@@H](C)CN([C@@H](C)CO)C(=O)c2cc(NC(=O)Nc3ccc(F)cc3)ccc2O1	-3	-5	0.0	1	8	13	-1	nt
CCOC(=O)Nc1ccc(C(=O)c2ccncc2)cc1	-3	-1	0.1	0	8	3	-1	6
C[C@H]1CN([C@@H](C)CO)C(=O)Cc2cc(NS(=O)(=O)c3ccccc3)ccc2O[C@H]1CN(C)Cc1ccc(-c2ccccc2)cc1	0	7	0.3	-3	4	1	9	-16
COc1ccc(S(=O)(=O)Nc2ccc3c(c2)C(=O)N([C@@H](C)CO)C[C@@H](C)[C@H](CN(C)C(=O)Nc2ccc(F)cc2)O3)cc1	-3	-3	0.1	0	3	-8	5	-20
Cc1ccc(S(=O)(=O)N2CCCCC2)cc1C(=O)NC1CCCCC1	-1	-33	0.1	2	-7	14	-3	4
CC12CCC(=O)N1C(C(=O)Nc1cc(S(=O)(=O)N3CCCCCC3)ccc1OCC(F)(F)F)CS2 (centres undefined)	0	-15	0.0	4	nt	-1	-5	-21
Cc1ccc(OC(C)C(=O)N2CCN(c3ccccn3)CC2)cc1 (centres undefined)	-1	-29	0.1	-6	-4	-1	-1	14
O=C(C[C@@H]1CC[C@H]2[C@@H](COC[C@@H](O)CN2C(=O)c2cnccn2)O1)NCc1ccc(Cl)cc1	1	-19	0.3	3	1	-11	-1	3
Cc1ccc2c(COC(=O)c3ccccc3Cl)cc(=O)oc2c1	-1	13	0.2	-3	-1	-63	0	-4
COCCCN1C(=O)C(CC(=O)NCCCCc2ccccc2)CC(C(=O)N2CCOCC2)=C1C (centres undefined)	5	7	0.1	nt	-15	0	0	3
O=C(C1CCOCC1)N1C[C@H]2[C@@H](c3ccccc31)[C@H](CO)N2C(=O)Cc1ccccn1	-9	9	-0.1	-3	-6	-5	-4	13
COc1ccc(NC(=O)[C@@H](NS(=O)(=O)c2cccc(Cl)c2)C(C)C)cc1S(=O)(=O)N1CCOCC1	-2	-13	0.0	3	-5	3	1	2
Cc1nn(-c2ccccc2)c(C)c1-c1cc(C(=O)N/N=C/c2ccc(O)cc2)[nH]n1	nt	4	0.2	1	4	7	1	nt
O=C(O)C1C2CCC(O2)C1C(=O)NCc1ccccc1Br (centres undefined)	2	-4	0.0	-6	-2	-11	-6	11
Cc1ccc(Cl)cc1NC(=S)NCCCSC1CCCCC1	46	-3	0.0	0	-22	30	-2	3
Cc1cc(/C=N/n2cnnc2)c(C)n1-c1cccc(C(=O)O)c1	nt	-1	nt	-3	nt	11	-1	2
Cc1cc([N+](=O)[O-])nn1Cc1ccc(C(=O)N/N=C/c2ccc(O)cc2O)cc1	-3	nt	0.0	nt	5	15	nt	nt
O=C(C[C@H]1C[C@@H]2c3cc(NC(=O)c4ccc5c(c4)OCO5)ccc3O[C@@H]2[C@@H](CO)O1)NCc1cc(F)ccc1F	-3	10	0.0	-1	-3	5	-1	6
O=C(NCc1cccs1)C1Cc2c(-c3ccccc3Oc3ccccc3)ccnc2O1 (centres undefined)	0	-11	0.3	-1	-26	-1	-3	1
COc1ccc(CCNC(=O)COc2ncnc3ccccc23)cc1	nt	-2	0.2	-4	nt	1	-3	nt
O=C(C1CCC1)N1CCCCN2[C@@H](CO)[C@H](c3ccc(C#CC4CCCC4)cc3)[C@@H]2C1	1	2	nt	-3	-22	nt	-1	nt
CN(Cc1nc2ccc(Cl)cc2[nH]1)Cc1nc(-c2cnccn2)no1	nt	14	0.2	0	nt	-38	0	nt
COc1ccc(CN(C)C[C@H]2Oc3ccc(NC(=O)NC(C)C)cc3C(=O)N([C@H](C)CO)C[C@@H]2C)cc1	2	-5	0.4	1	-2	3	0	1
COc1ccc(C)cc1NC(=O)CN(C)S(=O)(=O)c1ccc2c(c1)CCCN2C(C)=O	-19	-1	-0.1	2	16	-9	1	0
CCOc1ccc(S(=O)(=O)N2CCCCC2)cc1NC(=O)CCNC(=O)c1ccco1	-4	-3	0.0	0	-2	16	-4	6
CN(C)CC(C)(C)CNS(=O)(=O)c1ccc(Cl)s1	nt	-5	0.1	-2	-7	21	0	nt
O=C(CSc1ccccc1F)OCC(=O)N1CCN(C(=O)c2ccco2)CC1	2	-15	0.0	-1	-2	10	11	5
Cc1ccc(S(=O)(=O)N2CCC(C(=O)N/N=C/c3cccn3C)CC2)cc1	2	2	0.0	-4	6	nt	nt	-6

In the list so far, these contain a COOH group.
SMILES	Cneo AK release	S100A4 MyoIIA	Xi reactivation	ERAP1 HTS inh	PGC1a acetyl inh	LGR2 inh	SIRT5 inh	C2C12 statin
O=C(O)C1C2CCC(O2)C1C(=O)NCc1ccccc1Br (centres undefined)	2	-4	0.0	-6	-2	-11	-6	11
Cc1cc(/C=N/n2cnnc2)c(C)n1-c1cccc(C(=O)O)c1	nt	-1	nt	-3	nt	11	-1	2
